CatS inh: blocks human cathepsin S protease activity; 62,000 tested, 0.06% active; recombinant cathepsin S, AMC dipeptide fluorescence, pooled mixtures; inhibition, %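 (tested at 5 µM per compound within 10-compound mixtures)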; AID 501; in the data active = inhibition above about 32%, passing the limit was not always enough;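 note: 0% = enzyme without compound and 100% = blank without enzyme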
Target sequence (P25774 115-331 limits assumed): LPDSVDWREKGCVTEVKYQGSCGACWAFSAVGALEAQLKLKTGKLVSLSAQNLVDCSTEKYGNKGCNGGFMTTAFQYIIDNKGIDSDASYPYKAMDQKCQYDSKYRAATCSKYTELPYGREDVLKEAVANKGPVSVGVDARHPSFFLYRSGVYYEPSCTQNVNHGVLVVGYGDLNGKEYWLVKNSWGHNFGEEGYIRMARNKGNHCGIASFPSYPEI
FXIa mix inh: inhibitors of human coagulation factor XIa, pooled mixtures; purified FXIa, fluorogenic substrate; inhibition, % at 5 µM; 62,000 tested, 0.19% active; AID 680; in the data active = inhibition above about 20%, passing the limit was not always enough;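 note: each value is inhibition by a whole ten-compound pool holding the compound; 0% = enzyme with no mixture and 100% = wells lacking enzyme; strong numbers were not always called active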
CatL inh: blocks human cathepsin L protease activity. P07711. purified cathepsin L, fluorogenic substrate, fluorescence. inhibition, %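 (tested at 10 µM)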. 58,000 tested, 0.17% active. AID 460; in the data active = inhibition above about 45%;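 note: 0% = enzyme with no compound and 100% = no enzyme blank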
Target sequence (P07711 114-288 limits assumed): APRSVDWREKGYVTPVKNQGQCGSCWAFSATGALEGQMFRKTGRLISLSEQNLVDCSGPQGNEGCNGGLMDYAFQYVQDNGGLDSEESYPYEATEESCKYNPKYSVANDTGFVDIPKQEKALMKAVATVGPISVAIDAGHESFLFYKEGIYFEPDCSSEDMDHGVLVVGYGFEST
Target sequence (P07711 292-333 limits assumed): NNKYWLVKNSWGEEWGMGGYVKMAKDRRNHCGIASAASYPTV
Cathepsin G inh: blocks human cathepsin G enzyme activity | P08311 | purified enzyme, AMC-tetrapeptide fluorescence, pooled mixtures | inhibition, % at 5 µM (by protocol) | 62,000 tested, 0.2% active;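 active = inhibition above 20% in each of the two mixture wells holding the compound; inactive = inhibition of 20% or less in either well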;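 note: 0% = enzyme control without mixture and 100% = blank lacking enzyme; strong numbers were not always called active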
Target sequence (P08311 21-244 limits assumed): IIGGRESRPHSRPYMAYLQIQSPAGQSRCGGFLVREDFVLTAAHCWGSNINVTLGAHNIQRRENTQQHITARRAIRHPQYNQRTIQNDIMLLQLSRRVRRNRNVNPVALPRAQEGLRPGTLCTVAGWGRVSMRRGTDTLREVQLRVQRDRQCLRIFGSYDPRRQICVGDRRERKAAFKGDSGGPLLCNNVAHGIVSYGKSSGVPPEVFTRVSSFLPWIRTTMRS
C1s block: human complement C1s inhibition | P09871 | purified C1s, fluorogenic AMC substrate, pooled mixtures | mean inhibition % of two 10-compound mixtures (hits give high values), % at 5 µM (by protocol) | 62,000 tested, 0.16% active;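 active = inhibition above 20% in each of the two 10-compound mixture wells holding the compound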;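 note: 0% = enzyme wells lacking compound mixture and 100% = no-enzyme blank wells; some compounds called inactive have numbers as strong as hits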
CatB inh: blocks human cathepsin B protease activity; AID 453; inhibition, %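 (tested at 10 µM)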; purified cathepsin B, fluorogenic substrate, fluorescence; P07858; 63,000 tested, 0.1% active; in the data active = inhibition above about 21%;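 note: 0% = enzyme with no compound and 100% = no enzyme blank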
AP ELISA ortho: orthogonal test for alternative complement pathway inhibitors; Human serum alternative complement pathway, LPS-coated ELISA, C3 deposition; tested in compound mixtures; inhibition, % at 5 µM; 62,000 tested, 0.08% active;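 active = inhibition above 30% in each of the two pooled mixtures holding the compound, so the lower value exceeds 30%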;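 note: 0% = serum in Mg-EGTA without compound and 100% = EDTA serum blank; some compounds past the cut are filed as inactive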
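Test system: human serum complement alternative pathway, C3 deposition onto LPS / Medium: Mg2+-EGTA GVB++ buffer containing human serum at 1:15 dilution / Probe or stimulus: Plate-bound LPS / Times: 1 h at 37 °C / Signal: ELISA with HRP anti-human C3 antibody, TMB substrate, absorbance 450 nm / Measure: percent inhibition / Repeats: two pool placements per compound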
E coli RNAP: blocks E. coli RNA polymerase transcription | fluorescence transcription assay | inhibition, %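 (tested at 10 µM)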 | 62,000 tested, 0.2% active | AID 559; in the data active = inhibition above about 20%;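 note: 0% = enzyme without compound and 100% = no enzyme blank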
CatB mixtures: inhibitors of human cathepsin B in compound mixtures; Purified cathepsin B, AMC dipeptide fluorescence; inhibition, %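 (ten-compound pools at 5 µM per compound and 50 µM total)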; 62,000 tested, 0.06% active; P07858; AID 488; in the data active = inhibition above about 22%, passing the limit was not always enough;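 note: 0% = enzyme without compound and 100% = no enzyme blank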
Active calls of the source: *; . = not tested or not shown. An excerpt; the hit share may differ from the screen's.

Below each SMILES: CatS inh	FXIa mix inh	CatL inh	Cathepsin G inh	C1s block	CatB inh	AP ELISA ortho	E coli RNAP	CatB mixtures
> CCCCC(=O)Nc1ccc(C(N)=O)cc1
→ -5.9	5.9	-6.3	-2.8	-15.8	-0.7	5.9	-5.3	-3.0
> O=C(O)COc1c(F)c(F)c(C(F)(F)F)c(F)c1F
→ 10.4	5.2	12.8	-0.6	-26.5	-0.4	5.1	8.5	5.7
> O=C1CNC(=O)c2c(nc3n2CCC3)N1
→ -2.5	8.8	11.3	6.2	12.7	1.8	8.4	9.4	1.9
> O=S(=O)(c1cc(Cl)ccc1Cl)n1nnc2ccccc21
→ -2.5	0.0	4.9	0.8	0.2	2.0	-0.5	5.9	2.0
> Cc1nc2ccccc2c(=O)n1NC(=O)c1ccccc1Cl
→ -18.7	15.4	-11.8	-1.4	0.0	-0.2	11.1	-6.5	1.3
> CC(C(=O)Nc1cc(C(F)(F)F)ccc1N1CCOCC1)N1C(=O)C2CC=CCC2C1=O (centres undefined)
→ -4.9	1.2	9.4	1.3	-0.5	3.1	6.0	4.1	-2.0
> Cc1ccc(C)c(NC(=O)Cn2nnc(C(=O)Nc3c(C)cccc3C)c2N)c1
→ -2.9	-1.4	.	0.2	-19.0	-0.2	3.0	5.4	0.1
> C/C=C/Cn1c(Br)nc2c1c(=O)n(C)c(=O)n2C
→ -6.4	-6.3	-21.8	-9.6	-17.2	3.5	-16.7	-2.0	-1.1
> Cc1cnc(-c2nnc(N(C)C(=O)c3cccnc3)s2)cn1
→ 8.8	8.9	19.8	-0.2	0.1	-4.3	7.8	7.1	5.8
> COc1cc(C)nc(N2CCCC(C(=O)Nc3cccc(Cl)c3Cl)C2)n1 (centres undefined)
→ 8.9	3.9	2.0	0.0	5.5	2.5	-0.4	6.2	2.6
> N#Cc1nc(-c2cccs2)oc1NCc1ccc(Cl)cc1
→ 10.6	-1.3	-17.9	11.8	-18.2	-3.0	2.0	1.4	-9.7
> O=C(c1cc2nc(-c3ccco3)cc(C(F)(F)F)n2n1)N1CCN(c2ccc(F)cc2)CC1
→ 11.4	10.7	-2.1	-1.1	-1.9	0.4	9.9	-1.6	-1.9
> c1ccc(N2CCN(c3c4c(nc5ncnn35)CCC4)CC2)cc1
→ 0.7	7.1	5.5	9.6	12.8	0.8	15.1	0.1	3.0
> O=C(NCC1COc2ccccc2O1)C1CCN(S(=O)(=O)c2cccc3nsnc23)CC1 (centres undefined)
→ 3.1	40.4	10.0	6.1	-58.1	5.9	-3.5	7.1	-2.9
> Cc1ccnc(NC(=O)CCC(=O)N(CC(=O)NCC2CCCO2)Cc2ccc(F)cc2)c1 (centres undefined)
→ -1.3	9.9	-15.8	-1.3	3.5	-2.2	-2.8	2.8	6.4
> CCOC(=O)N1CCN(S(=O)(=O)c2ccc(OCC(=O)OC)cc2)CC1
→ 7.1	3.9	12.3	9.7	-1.9	5.3	3.0	11.1	2.4
> COc1ccc(-c2nnn(Cc3nc(N)nc(N4CCCCC4)n3)n2)cc1
→ -5.9	7.2	-3.6	7.6	12.2	6.0	8.2	-0.7	-0.2
> COc1cccc(-c2nc(-c3ccccn3)no2)c1OC
→ 3.1	4.2	15.0	-0.3	11.2	0.6	0.0	0.2	-1.9
> COC(=O)c1ccc(CNC(=O)COc2ccccc2Br)o1
→ 3.3	1.1	-3.4	0.1	0.0	2.0	0.6	5.3	4.6
> Cc1nn(-c2nc3ccccc3n2Cc2ccccc2)c2c1C(=O)CC(C)(C)C2
→ 19.6	3.3	.	-6.5	-9.5	5.4	-4.5	7.8	1.2
> CCOCCCNS(=O)(=O)c1ccc(Br)cc1
→ -5.4	7.7	.	7.9	0.7	-0.6	-1.5	-9.7	1.1
> O=C(Cn1nnc(-c2ccccc2Cl)n1)N1CCN(S(=O)(=O)c2ccc(Cl)cc2)CC1
→ -5.4	2.5	-5.2	3.7	-0.1	-4.1	28.8	-6.8	0.4
> O=C(NCc1ccc(Cl)cc1)c1cc(-c2ccco2)on1
→ -10.1	2.3	-9.5	11.3	-6.8	1.2	19.8	-1.1	1.6
> CCOC(=O)C1=C(C)OC(N)=C(C#N)C1C1CCCCC1 (centres undefined)
→ -4.8	4.3	.	10.1	13.3	3.0	-4.9	6.3	-4.3
> COc1ccccc1N1C(=O)CC(Sc2nc(C)cc(C)n2)C1=O (centres undefined)
→ .	8.7	7.7	0.9	-11.4	1.7	5.8	6.1	0.7
> COCCOCCn1c(CCCO)nc2ccccc21
→ -1.6	2.1	.	6.3	-29.0	2.6	1.6	6.1	2.7
> Cc1cccn2c(=O)c3cc(C(=O)NCc4ccco4)c(=N)n(C(C)C)c3nc12
→ -5.5	-24.8	.	-9.7	-71.8	4.6	12.8	-20.2	-1.7
> c1ccc(-n2ncc3c(NCc4cccnc4)ncnc32)cc1
→ 0.0	5.7	6.0	-1.1	-31.2	-6.3	4.2	5.3	2.8
> O=C(c1cc(-c2ccccc2O)on1)N1CCCC1
→ 15.2	14.7	5.9	2.0	2.8	0.6	9.2	5.1	0.0
> O=C(Cc1ccc(F)cc1)N(c1ccc(F)cc1)C1C=CS(=O)(=O)C1 (centres undefined)
→ 0.0	-2.2	2.0	-2.5	-31.1	4.3	8.2	4.5	-3.7
> COc1cc(-c2nnc3sc(-c4ccco4)nn23)cc(OC)c1OC
→ 4.5	3.8	24.0	13.1	18.9	-0.6	7.2	9.0	3.9
> COCCn1c(-c2ccco2)nc2nc3ccccc3nc21
→ 0.1	-12.2	-60.1	-9.1	-144.5	-19.8	7.2	-18.8	-2.6
> CCC1Oc2ccccc2N(CC(=O)Nc2ccc(OC)cc2OC)C1=O (centres undefined)
→ -1.5	5.2	-1.5	-0.9	-0.4	2.2	0.6	2.4	4.0
> CC(=O)Nc1cccc(NC(=O)Nc2ccc(C(C)=O)cc2)c1
→ 19.7	25.3*	4.3	25.3	-5.5	5.1	11.5	16.1	0.7
> NC(=O)NC(Cc1ccccc1)c1ccccc1 (centres undefined)
→ 0.8	3.9	-3.3	10.7	15.9	-0.2	5.8	7.7	1.6
> O=C(CN1CCN(C(=O)c2ccco2)CC1)Nc1ccc(Cl)c(C(F)(F)F)c1
→ 11.7	-7.4	22.1	6.9	-14.6	2.5	13.9	5.8	3.5
> Oc1ccc(-c2nnc(-c3ccc(O)cc3)nn2)cc1
→ -3.2	8.1	-1.1	4.3	4.8	-0.5	13.7	8.3	7.5
> Cc1ccc(NC(=O)/C(CN(C)C)=N\O)cc1
→ 13.9	4.4	19.9	-2.2	-31.1	-3.2	7.4	10.5	4.7
> CC(C)(C)NCC(O)COc1ccccc1C(C)(C)C (centres undefined)
→ -6.7	5.6	1.8	-11.7	-15.4	2.7	4.8	-1.2	1.0
> CN(CC(=O)NCc1cccs1)S(=O)(=O)c1cccc2cccnc12
→ 4.2	8.1	.	-4.4	-1.2	-0.8	4.9	0.3	-3.1
> O=S(=O)(c1cccc(-c2nn3c(-c4ccncc4)nnc3s2)c1)N1CCOCC1
→ 7.1	6.2	8.2	0.0	-0.7	-5.5	21.6	5.5	8.8
> Cc1ccc(CC2CC(=O)N(CCc3ccc4c(c3)OCO4)C2=O)cc1 (centres undefined)
→ 11.0	4.5	1.2	2.0	-2.9	1.3	3.4	5.1	-1.1
> COc1ccc(CCNC(=O)C2=COCCO2)cc1
→ -1.4	2.4	-1.1	38.7	17.9	2.2	14.7	5.8	-7.7
> CCOc1ccc2[nH]c(=O)c(CN(CCN3CCOCC3)Cc3nnnn3C(C)(C)CC)cc2c1
→ 17.7	15.2	-6.8	1.4	-3.8	0.0	11.0	7.9	8.6
> CCCCn1c(Oc2ccc(C(=O)OC)cc2)nc2c1c(=O)n(C)c(=O)n2C
→ -6.1	8.6	.	9.0	15.4	5.7	4.8	2.8	-1.7
> COC(=O)Nc1ccc(OCc2ccccc2)cc1
→ 21.4	3.2	-2.2	11.0	3.2	3.2	2.9	11.2	4.1
> Oc1ccccc1-c1cc(-c2ccc3c(c2)OCCO3)n[nH]1
→ -3.5	3.5	-0.1	8.3	12.8	2.2	15.6	3.6	3.0
> NC(CC(=O)O)c1cccc(OCc2ccccc2)c1 (centres undefined)
→ 15.2	7.5	17.6	-3.5	-7.2	5.5	4.0	2.0	1.9
> CCOC(=O)c1ccccc1NS(=O)(=O)c1ccccc1F
→ -7.8	5.4	0.7	2.9	12.0	2.0	49.1	0.8	1.2
> O=C(NC1CCCCCCC1)C1CCCN(S(=O)(=O)c2cnc[nH]2)C1 (centres undefined)
→ 2.4	5.5	.	-3.1	-54.7	-4.4	16.7	3.2	-1.5

Remaining list, next part
Below each SMILES: CatS inh	FXIa mix inh	CatL inh	Cathepsin G inh	C1s block	CatB inh	AP ELISA ortho	E coli RNAP	CatB mixtures
> Cc1cnc(Nc2nc3ccccc3o2)nc1C(=O)Nc1cccc(C(F)(F)F)c1
→ 8.1	5.1	17.9	8.2	9.0	3.3	-12.9	10.0	-1.0
> COc1ccc(CCNC(=O)CCN2C(=O)C(C)Oc3ccc(C)cc32)cc1OC (centres undefined)
→ -0.8	-19.9	8.1	-2.7	0.4	-7.8	12.8	-0.7	2.9
> Cc1ccc(C(=O)NCCN2CCOCC2)cc1Cl
→ -9.7	8.0	-11.8	9.6	11.5	-4.5	23.7	6.0	2.3
> Cc1ccc2nc(NC(=O)C3CCN(S(=O)(=O)c4cccs4)CC3)sc2c1
→ 9.9	-0.3	12.7	9.6	-1.7	2.8	5.6	8.4	4.6
> COCCOC(=O)C1=C(C)NC(=O)NC1C1CC=CCC1 (centres undefined)
→ 0.0	-3.7	.	7.1	-0.7	4.2	10.2	4.0	1.0
> COc1ccc(N(CC(=O)Nc2cccc(SC)c2)S(C)(=O)=O)cc1Cl
→ 13.4	2.0	23.7	-5.3	-17.6	-0.3	-6.3	14.2	4.3
> COc1ccc(Cc2nnc(SCC(=O)Nc3nc(C)cs3)o2)cc1
→ 3.5	0.6	8.4	7.8	5.5	2.3	16.1	3.0	2.0
> COc1ccc(-c2nc3cccc(C)n3c2NCc2ccco2)cc1OC
→ -3.2	1.1	.	-2.7	2.1	-6.1	1.8	7.6	0.6
> Cc1nc(-c2cccc(-c3noc(C)n3)c2)no1
→ -3.3	-1.7	-3.0	4.1	-17.5	0.7	4.8	2.2	-7.9
> C/C=C/C=[N+](\[O-])C(C)/C(=N/O)c1ccc(F)cc1 (centres undefined)
→ 12.3	-1.3	10.7	-6.4	-15.8	6.1	-3.0	7.3	-6.1
> COC(=O)C1C(=O)c2c([nH]c(C(=O)OC3CCCCC3)c2C)CC1C (centres undefined)
→ -1.9	6.0	11.3	16.4	12.6	0.6	12.0	13.9	4.4
> CC1=C(C(=O)Nc2ccccc2)C(c2ccco2)C(C#N)=C(SCC(=O)Nc2cccc(C)c2C)N1 (centres undefined)
→ -3.3	0.7	-0.1	7.9	0.0	3.0	1.7	6.8	-6.6
> Cc1cc(Cl)ccc1OCC(=O)Nc1ccccc1N1CCOCC1
→ -5.9	8.4	1.9	7.3	10.3	3.7	6.5	-0.4	1.0
> CC1Cc2nc(SCC(=O)Nc3nccs3)n(Cc3ccccc3)c(=O)c2S1 (centres undefined)
→ -2.4	-14.4	21.3	-0.9	-105.1	0.0	12.0	6.0	-3.6
> COc1ccc(C(CC(=O)O)NC(=O)c2cccs2)cc1 (centres undefined)
→ -16.3	5.0	0.0	18.1	15.7	0.0	18.8	-1.7	6.8
> O=c1cc(N2CCOCC2)[nH]c(=O)n1-c1ccc(Br)cc1
→ -3.2	14.6	.	-0.5	3.3	0.6	8.1	-3.8	13.4

High-throughput results from PubChem BioAssay.
